Bioassay records as filed in PubChem.
D1 potentiator = potentiators of human D1 dopamine receptor; P21728; HEK293 TREx D1 cells, calcium flux, dopamine EC20 potentiation; potentiation, % at 10 µM; 360,000 tested, 0.036% active; AID 504651; in the data active = potentiation above about 30%; also: 0% is about no effect
Vif-A3F inh = inhibitors of Vif-A3F interaction. HeLa A3F-eYFP + Vif (tagged APOBEC3F with the HIV-1 protein that degrades it), YFP fluorescence increase. Potency, µM (top dose mostly 46.1 µM), for the others: at the top dose activity, negative = active. 390,000 tested, 0.2% active. AID 602313; also: potency is read from the fitted curve at half-maximal effect; % of control where 0% means no effect; nearly all actives have a fitted effect of over 65% in size
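HeLa cells stably expressing Vif plus C-terminally eYFP-tagged A3F were seeded, incubated overnight at 37 deg C, dosed with compound, incubated overnight again at 37 deg C. Yellow fluorescence (Ex 488/Em 500-530) reported blocked Vif-mediated A3F-eYFP degradation.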
RXFP1 agonist = activates the human relaxin receptor RXFP1. Q9HBX9. HEK293T-RXFP1 cAMP TR-FRET, 30 min; response scale: percent of porcine relaxin response, buffer zero. Potency, µM (doses to about 57.5 µM), inactives show at the top dose activation, hits mostly activators. 370,000 tested, 0.3% active; also: potency is read from the fitted curve at half-maximal effect; % is scaled to controls: 0 for no effect and ±100 for the full control effect; nearly all actives have a fitted effect of over 60% in size; many of its hits are not listed in these tables
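HEK293T cells stably expressing RXFP1 were pretreated with the PDE4 inhibitor Ro 20174, exposed to compounds for 30 min at 37C, lysed, and cAMP was read by TR-FRET. Data normalized to buffer (basal) and 29 nM porcine relaxin (100%).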
Vif-A3G inh = inhibitors of Vif-APOBEC3G interaction | Q9HC16 | HeLa A3G-eYFP + Vif (tagged APOBEC3G with the HIV-1 protein that degrades it), YFP fluorescence, overnight | Potency, µM (doses to about 46.1 µM), without a hit: at the highest dose activity, negative = active, actives largely listed as inhibitors | 410,000 tested, 0.076% active;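 also: potency is read from the fitted curve at half-maximal effect; % is scaled to controls: 0 for no effect and ±100 for the full control effect; nearly all actives have a fitted effect of over 60% in size; hits raise eYFP signal because A3G escapes Vif-driven loss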
Target sequence (Q9HC16 whole entry, looked up): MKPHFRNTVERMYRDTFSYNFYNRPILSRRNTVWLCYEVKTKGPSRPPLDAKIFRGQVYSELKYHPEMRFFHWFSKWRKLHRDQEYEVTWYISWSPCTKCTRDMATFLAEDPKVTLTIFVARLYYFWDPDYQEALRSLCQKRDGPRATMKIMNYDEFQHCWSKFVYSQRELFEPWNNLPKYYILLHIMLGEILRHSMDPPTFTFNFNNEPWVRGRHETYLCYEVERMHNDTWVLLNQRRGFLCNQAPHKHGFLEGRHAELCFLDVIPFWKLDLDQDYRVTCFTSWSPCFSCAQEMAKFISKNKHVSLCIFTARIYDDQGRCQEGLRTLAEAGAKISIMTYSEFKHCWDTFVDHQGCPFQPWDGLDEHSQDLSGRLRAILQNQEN
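HeLa cells stably expressing Vif and C-terminally eYFP-tagged A3G, seeded overnight at 37 deg C, then exposed to compound by pintool overnight at 37 deg C. Rise in yellow fluorescence (Ex 488/Em 500-530, Acumen) marks blocked Vif-driven A3G degradation.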
D1 agonist = human D1 receptor agonism; P21728; HEK293 T-REx D1 cells, calcium flux, agonist mode; activation, % at 2 µM; 360,000 tested, 1% active; in the data active = activation above about 30%; also: 0% is about no effect
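Tetracycline-induced HEK293 TREx D1 cells, force-coupled to calcium signalling, were dye-loaded with a no-wash calcium kit. Compound was pin-added after a 10 s baseline. Fluorescence was read kinetically at 1 cycle/s for 180 s, with calcium rises flagged as agonism.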
LDHA block = inhibitors of human lactate dehydrogenase A; P00338; purified LDHA, NADH/diaphorase-resazurin fluorescence; hits give low values; activity change, % (values are at about 110 or 230 µM); 480,000 tested, 0.15% active; AID 1347041; in the data active = activity change below about -30%; inconclusive = mostly about -25% to -30%;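 also: plate controls were DMSO wells for no effect and wells without enzyme for full effect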
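Resorufin fluorescence (ex540/em590), read at 0 and 20 min after diaphorase/resazurin addition, reports the NADH left after a 5 min room-temperature reaction of 2 nM human LDH5 with 0.06 mM NADH and 0.2 mM pyruvate.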
GRP78 ERSR act = inducers of ER stress response in human glioma cells. U87-MG GRP78 promoter luciferase reporter, 16 h. Potency, µM, for the others: at the top dose activation, hits mostly activators. 420,000 tested, 0.02% active; also: potency is read from the fitted curve at half-maximal effect; series mostly up to about 76 µM; % of control where 0% means no effect; nearly all actives have a fitted effect of over 35% in size
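ERSR induction read as luciferase luminescence (Bright-Glo, 10 min at room temperature) in stably transfected human U87-MG glioma cells exposed to compounds for 16 h, using GRP78 as sensor.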
D2 PAM = positively modulates the human D2 dopamine receptor allosterically | P14416 | HEK293 T-REx D2, calcium flux, EC20 dopamine potentiation | potentiation, % at 10 µM | 340,000 tested, 0.34% active;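 active = potentiation over 3 SD above the plate norm, cut at about 30% in these data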; also: 0% is about no effect
Target sequence (P14416 whole entry, looked up): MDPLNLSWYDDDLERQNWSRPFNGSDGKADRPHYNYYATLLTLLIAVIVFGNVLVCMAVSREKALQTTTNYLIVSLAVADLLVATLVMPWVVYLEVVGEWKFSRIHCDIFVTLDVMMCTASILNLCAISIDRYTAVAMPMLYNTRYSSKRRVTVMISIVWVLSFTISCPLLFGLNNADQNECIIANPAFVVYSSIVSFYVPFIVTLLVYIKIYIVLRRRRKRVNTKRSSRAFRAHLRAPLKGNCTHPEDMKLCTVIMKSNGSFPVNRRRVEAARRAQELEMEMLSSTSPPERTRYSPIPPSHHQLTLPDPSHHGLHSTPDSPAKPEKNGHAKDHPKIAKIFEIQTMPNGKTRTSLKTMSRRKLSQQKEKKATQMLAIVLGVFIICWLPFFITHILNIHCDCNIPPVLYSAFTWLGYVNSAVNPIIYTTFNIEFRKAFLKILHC
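Potentiation of an EC20 dopamine calcium response measured kinetically over 180 s, after a preceding 180 s compound-only read flagging agonists. Cells: inducible Hek293 Trex D2 line, 4000/well, cultured overnight at 30 C before dye loading.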
D1 antagonist = blocks dopamine activation of the human D1 receptor; activity change, negative = inhibition, % at 10 µM; P21728; 360,000 tested, 3.2% active; HEK293 TREx D1 cells, calcium flux, dopamine EC80; hits give low values; AID 504652; in the data active = activity change below about -30%; also: % is scaled to controls: 0 for no effect and ±100 for the full control effect
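Tetracycline-induced HEK293 Trex D1 cells, force-coupled to calcium, dye-loaded; compounds added and read 180 s, then EC80 dopamine added and calcium flux tracked kinetically another 180 s.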
* = called active by the depositor; ? = inconclusive; . = no result given; & = joins results of further samples. Unless noted, calls follow the shape of the dose curve; as a rule, active = well fitted curve in the direction sought with a large enough effect; inconclusive = small, poorly fitted or top-dose-only effect, or another doubt; inactive = no such curve, though single readings can be large; an effect the other way counts as inactive or inconclusive. Some of the compounds tested; the hit share may differ from the screen's.

Results follow in this order: D1 potentiator	Vif-A3F inh	RXFP1 agonist	Vif-A3G inh	D1 agonist	LDHA block	GRP78 ERSR act	D2 PAM	D1 antagonist
- COc1ccc(NC(=O)N2CCCC2C(=O)NCc2ccc(F)cc2)cc1 (centres undefined)
 : -3	7%	-0.7%	1%	0	-2	-3%	-8	-6
- Cc1ccc(S(=O)(=O)c2cn(CC(=O)Nc3ccccc3C)c3cc4c(cc3c2=O)OCO4)cc1
 : 2	1%	1.0%	-5%	6	0	1%	-7	5
- C=CCc1ccc(OCCCOc2ccc(C)c(C)c2)c(OC)c1
 : -2	-1%	1.6%	1%	4	8	2%	-5	1
- N#Cc1nc(N2CCOCC2)nc(N2CCOCC2)n1
 : 2	-1%	1.8%	-1%&3%	6	-2&-18	-5%&-2%	-13	8
- O=C(CSc1nnc(-c2ccccc2Cl)o1)N1CCOCC1
 : .	-14%	5.7%	11%	5	-5	-6%	-1	0
- Cn1nnnc1SCC(=O)Nc1ccccc1N1CCCCC1
 : -3	2%	1.1%	4%	0	-9	-6%	5	1
- O=S(=O)(Nc1cccc(S(=O)(=O)N2CCOCC2)c1)c1ccc(Cl)s1
 : -5	0%	2.2%	-1%	2	-3	-2%	3	3
- O=C(NC(=S)NNS(=O)(=O)c1ccccc1)c1ccccc1[N+](=O)[O-]
 : -6	-1%	-1.2%	0%	2	9	-4%	-1	-26
- CC1CN(S(=O)(=O)c2cccc(C(=O)Nc3ccccc3N3CCOCC3)c2)CC(C)O1 (centres undefined)
 : -2	8%	0.8%	0%	1	0	-3%	0	4
- CNc1nc(-c2ccc3c(c2)CCN3S(=O)(=O)c2ccccc2)c(C)s1
 : -6	5%	5.4%	-1%	4	-4	1%	-3	-18
- CCCCNS(=O)(=O)c1ccc2nc(-c3cccnc3)cc(C(=O)NCCCOC)c2c1
 : 7	-1%	7.8%	0%	0	-8	-3%	-13	2
- CC(=O)Nc1ccc(S(=O)(=O)Nc2cccc(-c3cn4cccnc4n3)c2)cc1
 : -3	10%	9.8%	2%	1	-2	2%	17	-7
- CCN1CCC(N(Cc2cccc(OC)c2)C(=O)Nc2cccc(C(F)(F)F)c2)CC1
 : -1	-7%	0.5%	5%	27	-1	-2%	-12	-4
- CSc1nnc(NC(=O)c2cc3ccccc3oc2=O)s1
 : .	-4%	0.2%	0%	3	-4	-2%	8	-10
- C[C@H](NC(=O)c1ccco1)C(=O)Nc1cc(S(=O)(=O)N2CCCC2)ccc1OCC(F)(F)F
 : .	-13%	.	11%	.	-1	-7%	.	.
- CCCCn1c(N)c(N(CCOC)C(=O)c2cc(CC)c(C)s2)c(=O)[nH]c1=O
 : -1	-13%	0.7%	-1%	0	-7	-1%	18	-8
- O=C(Cn1cnc2ccc(Cl)cc2c1=O)NC1CCS(=O)(=O)C1 (centres undefined)
 : -2	4%	3.5%	-2%	3	-5	-4%	-1	-8
- C=CCNC(=O)C(=O)N/N=C/c1cccc(Br)c1
 : 13	-27%	0.4%	0%	-1	-7	0%	.	-12
- CCN(C(=S)NC(=O)CCc1ccccc1)c1ccccc1
 : 9	2%	1.6%	0%	2	-2	-5%	7	-15
- CCOc1ccc(NS(=O)(=O)c2ccc(NC(=O)C3CC3)cc2)cc1
 : -6	-7%	3.5%	1%	5	-1	-4%	4	10
- Cc1ccc(C)c(OCCCC(=O)Nc2ccccc2C(N)=O)c1
 : -7	3%	1.8%	-1%	4	-11	2%	2	-13
- O=C(NCCc1ccccc1)C(=O)c1cn(CC(=O)N2CCCC2)c2ccccc12
 : -7	-11%	2.5%	-13%	0	3	-5%	-9	-13
- CCN(CC)S(=O)(=O)c1ccc(OC)c(NC(=O)/C=C/c2ccco2)c1
 : -4	0%	2.9%	-4%	2	-3	-4%	16	5
- O=C(CCCSc1ccc(Cl)cc1)Nc1cc(S(=O)(=O)N2CCOCC2)ccc1O
 : -5	-11%	-0.2%	1%	4	0	-2%	-7	-45*
- CCc1nc2ccc(C(=O)Nc3ccc4c(c3)OCO4)cc2nc1CC
 : -4	0%	-2.3%	2%	0	9	2%	5	-10
- O=C(CCc1ccccc1)N(Cc1cccnc1)c1nc2c(F)cccc2s1
 : -4	-1%	0.9%	5%	10	-5	-1%	-9	.
- Fc1ccccc1NC(=S)N1CCOCC1
 : -9	6%	1.2%	-2%	4	0	-4%	9	8
- OCCC1CN(Cc2ccsc2)CCN1C1CCCC1 (centres undefined)
 : -9	5%	0.2%	6%	1	-6	-1%	-28	1
- O=C(CCC1CCCCC1)Nc1c[nH]c(=O)[nH]c1=O
 : 1	0%	1.6%	0%	1	-5	1%	11	2
- COC(=O)[C@H](NC(=O)c1cc(-c2ccccc2)nc2ccccc12)c1ccccc1
 : .	-3%	.	0%	.	0	-1%&-3%&1%	.	.
- CC(C)(C)OCC1CO1 (centres undefined)
 : 0	1%	-0.7%	-3%	0	-1	0%	-12	.
- Cc1cc(C(F)F)nn1CC(=O)NC1CCCC1
 : -1	9%	-3.9%	3%	1	-3	-10%	1	-30
- C=CCC(NCc1ccccc1)c1ccc(OC)cc1 (centres undefined)
 : 11	0%	-1.4%	-1%	6	-5	-4%	-8	-34*
- CCC(NC(=O)c1cc(COc2cncc(Cl)c2)on1)c1ccc(C)cc1 (centres undefined)
 : 5	3%	-1.9%	-5%	21	0	-6%	10	3
- COc1ccc(-c2csc(C3=C(O)CN(C(C)C)C3=N)n2)cc1OC
 : 0	4%	0.6%	-10%	1	10	7%	1	-7
- Cc1cccc(N(C(=O)c2ccco2)C(C(=O)NC2CCCC2)c2cccnc2)c1C (centres undefined)
 : -2	11%	-0.1%	1%	-3	-3	-4%	7	16
- Cc1ccc(C(=O)NCCNC(=O)c2cnccn2)cc1
 : -5	0%	-0.8%	-2%	1	-12	-5%	9	0
- COc1ccc(OC)c(S(=O)(=O)NCC(c2ccc(F)cc2)N2CCN(C)CC2)c1 (centres undefined)
 : -3	1%	0.2%	-1%	2	-8	-4%	-1	-12
- N#C/C(=C\c1cccc([N+](=O)[O-])c1)C(=O)NCc1ccc(Cl)cc1
 : 1	7%	-0.5%	-27%	0	2	-16%	2	5
- O=c1[nH][nH]c(-c2ccccc2)c1C=Nc1cccc(Cl)c1
 : -10	-4%	-6.5%	-3%	0	4	3%	1	-34*
- Cc1nc2ccccc2c2oc(C(=O)N3CCC(N4CCCCC4)CC3)cc12
 : 2	-4%	0.1%	0%	3	-6	-2%	6	-15
- Cc1cc(C)cc(NC(=O)Cn2c(-c3cncs3)nc3ccccc32)c1
 : -2	.	3.4%	.	-1	-6	.	-1	-18
- Cc1coc2c(C)c3oc(=O)c(CCC(=O)N4CCCCC4)c(C)c3cc12
 : 5	0%	0.6%	-3%	-1	-6	-1%	-12	-12
- Cc1ccc(-c2cnc(C3CC3)o2)cc1S(=O)(=O)Nc1cccc(C)c1C
 : 0	0%	0.8%	3%	4	-2	0%	-1	10
- O=C(N/N=C1/CCS(=O)(=O)c2ccc(F)cc21)c1ccccn1
 : -2	4%	4.7%	-10%	3	0	4%	-2	-14

Part of the list above, showing only GRP78 ERSR act and D1 potentiator:
structure	GRP78 ERSR act	D1 potentiator
C=CCC(NCc1ccccc1)c1ccc(OC)cc1 (centres undefined)	-4%	11
CCC(NC(=O)c1cc(COc2cncc(Cl)c2)on1)c1ccc(C)cc1 (centres undefined)	-6%	5

Next records
Results follow in this order: D1 potentiator	Vif-A3F inh	RXFP1 agonist	Vif-A3G inh	D1 agonist	LDHA block	GRP78 ERSR act	D2 PAM	D1 antagonist
- CN(CC(=O)Nc1ccccc1Cl)C(=O)COC(=O)c1ccc(Cl)cc1[N+](=O)[O-]
 : -9	-3%	-0.9%	-1%	0	-1	-6%	-1	-42*
- CCOC(=O)c1c(NC(=O)C2CCCO2)sc(C)c1C (centres undefined)
 : 2	16%	-0.9%	-11%	4	-2	-3%	14	22
- CCOC(=O)CC(NC(=O)Cn1nnc(-c2ccccc2F)n1)c1ccc(OC)cc1 (centres undefined)
 : -4	-3%	1.5%	-1%	13	-5	3%	7	16
- CC(=O)N1c2ccc(S(=O)(=O)N(C)CC(=O)NC3CCCCC3C)cc2CC1C (centres undefined)
 : -5	-5%	-1.6%	-1%	-1	1	0%	42*	-3
- O=C(COC(=O)c1ccc(Br)o1)Nc1ccc2c(c1)OCCO2
 : .	4%	.	1%	.	5	1%	.	.
- Cc1nn(-c2ccccc2)nc1CNS(C)(=O)=O
 : 1	-1%	-0.1%	-3%	0	-3	0%	0	4
- CC(C)C(NC(=O)c1ccco1)C(=O)OCc1cc([N+](=O)[O-])cc2c1OCOC2 (centres undefined)
 : -12	-4%	3.3%	-1%	3	-8	-3%	5	0
- Cc1cc(NC(=O)CSc2nc(C(C)C)nc3sc4c(c23)CCCC4)no1
 : -1	-9%	6.7%	-1%	1	-1	-3%	8	-4
- CCOc1ccc(C(=O)c2cn(CC(=O)Nc3ccc(Cl)cc3)c3cc4c(cc3c2=O)OCCO4)cc1
 : 1	6%	?	-1%	9	3	-6%	15	5
- Cc1nsc(Nc2ccccc2)c1C#N
 : -12	-6%	0.9%	-1%	5	0	0%	7	-3
- CC/C(=N\NC(=S)Nc1cc(C)ccc1C)c1ccc(OC(F)F)cc1
 : 3	-2%	-0.5%	4%	3	2	-3%	10	-12
- O=C(O)CN=C(NS(=O)(=O)c1ccccc1)c1ccccc1
 : 5	0%	3.3%	2%	5	-6	-2%	19	-9
- Cc1cc(C)n(CCCO)c(=O)c1C#N
 : .	-11%	-0.3%	-2%	.	-2	1%	.	.
- COCC(=O)NCc1nc2ccccc2[nH]1
 : -3	-1%	1.0%	0%	2	0	-8%	13	1
- O=C(/C=C/c1ccco1)NCc1ccc(F)cc1
 : -2	-31%	0.3%	-3%	7	6	6%	-7	-11
- Cc1ccc2cc3c(N)[nH]nc3nc2c1
 : 2	-8%	1.3%	-13%	-1	-1	2%	1	-9
- CCc1cccc(C)c1NS(=O)(=O)c1cccs1
 : 2	-20%	0.4%	-6%	1	-2	-3%	0	-5
- COc1ccc(NC(=O)NCCc2cccc(Cl)c2)cc1OC
 : -4	-1%	3.2%	-1%	0	3	4%	5	2
